High-throughput results: PubChem BioAssay, several laboratories
hDAT+cocaine: changed human dopamine transporter uptake under cocaine IC80. Q01959. LLC-PK1 hDAT cells, [14C]-dopamine uptake with cocaine IC80; actives deviate in either direction. B-score at 10 µM. actives 1.3% (n = 110,000). AID 449768;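 active = Z score or B-score, a plate-position-corrected score, falls beyond the plate's 99.7% confidence bounds, in either direction; inactive = both scores lie inside the 99.7% bounds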;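 note: scored against the spread of the other compound wells on the same plate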
Target sequence (Q01959 whole entry, looked up): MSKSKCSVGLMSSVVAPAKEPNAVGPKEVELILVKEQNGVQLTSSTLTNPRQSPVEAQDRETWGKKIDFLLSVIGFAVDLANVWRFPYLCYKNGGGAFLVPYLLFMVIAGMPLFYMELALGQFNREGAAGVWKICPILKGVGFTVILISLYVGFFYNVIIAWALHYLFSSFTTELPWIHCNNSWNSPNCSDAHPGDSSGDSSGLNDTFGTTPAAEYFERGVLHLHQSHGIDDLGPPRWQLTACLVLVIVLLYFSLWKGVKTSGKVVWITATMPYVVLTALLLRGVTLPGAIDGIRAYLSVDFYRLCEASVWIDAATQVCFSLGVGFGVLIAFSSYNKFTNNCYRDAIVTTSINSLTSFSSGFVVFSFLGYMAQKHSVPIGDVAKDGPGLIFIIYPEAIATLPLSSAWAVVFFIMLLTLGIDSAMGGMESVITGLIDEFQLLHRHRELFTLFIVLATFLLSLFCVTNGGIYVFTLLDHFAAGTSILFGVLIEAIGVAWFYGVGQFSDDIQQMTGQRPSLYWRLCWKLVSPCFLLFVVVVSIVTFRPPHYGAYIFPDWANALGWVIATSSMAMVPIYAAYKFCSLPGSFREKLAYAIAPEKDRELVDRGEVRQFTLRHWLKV
MT1-MMP txn act: activates MT1-MMP transcription | HT1080 MT1-MMP promoter luciferase reporter, luminescence, overnight; active compounds read high | activation factor at 10 µM | actives 0.16% (n = 86,000) | AID 750;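 active = activation factor of at least 2 for MT1-MMP transcription at 10 µM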
HUVEC tox TNFa: HUVEC cytotoxicity counter-screen, TNF alpha stimulated. HUVEC TNFalpha-stimulated, Hoechst cell count, imaging. cell count reduction, % at 2 µM. actives 0.17% (n = 93,000). AID 848;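 active = cell count reduction exceeding the screen mean by over 5 SD, scaled to untreated wells per plate, cut at about 78% in these data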;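 note: cells counted after 24 h of TNF alpha exposure following the 1 h pretreatment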
LYP inh 2: blocks human PTPN22 phosphatase activity; Q9Y2R2; recombinant LYP catalytic domain, DiFMUP fluorescence; inhibition, % at 2 µM; actives 0.21% (n = 96,000);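 active = inhibition at 2 µM at or above a set limit, the screen mean plus 3 SD, cut at about 24% in these data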;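 note: 0% = DMSO with enzyme and 100% = enzyme fully blocked by orthovanadate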
VCAM1 TNFa inh: reduces TNF alpha induced VCAM1 expression in HUVEC | HUVEC TNFa-induced VCAM-1 immunofluorescence, high-content imaging | inhibition, % at 2 µM | actives 0.48% (n = 95,000);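 active = inhibition above the batch mean plus 3 SD, with images confirmed as a hit by eye, cut at about 37% in these data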;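 note: 0% = TNF-stimulated DMSO wells and 100% = unstimulated control wells; not every result past the cut was called active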
F-actin modifier: cytoskeleton assembly modification. HUVEC TNFa F-actin phalloidin imaging, high content. inhibition, % at 2 µM. actives 0.18% (n = 91,000). AID 836;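 active = inhibition above the batch mean plus 3 SD and confirmed as a hit by visual image inspection, cut at about 30% in these data, passing the limit was not always enough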; note: strong numbers were not always called active
IL1B cytotox: toxic to HUVEC cells under IL-1B stimulation | HUVEC cell count loss, Hoechst imaging, IL-1B stimulated | actives 0.41% (n = 94,000) | AID 845 | cell count reduction, % at 2 µM;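 active = cell count reduction more than 3 SD above the screen-wide mean, cut at about 70% in these data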;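 note: normalized per plate to untreated control cells as the no-loss baseline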
Calb biofilm kill: kills Candida albicans biofilms. inhibition, % at 6 µM. AID 834. C. albicans biofilm + clotrimazole, Alamar Blue. actives 0.14% (n = 85,000);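 active = inhibition above 20%; inactive = inhibition below 20%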;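 note: preformed 24 hr biofilms exposed to compound for 48 hr; 0% = biofilm without compound and 100% = blank killed by clotrimazole plus chlorhexidine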
Smad3 inh: inhibitors of human Smad3 transcription factor binding | P84022 | TR-FRET Smad3/Dy647-FoxH1 peptide binding, europium anti-His | inhibition, % at 25 µM | actives 0.29% (n = 88,000) | AID 630;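 active = compounds that reduce the energy-transfer binding signal between the protein and its labelled peptide by more than half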;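 note: 0% = Smad3 plus labelled peptide maximal FRET and 100% = peptide-only background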
Target sequence (P84022 whole entry, looked up): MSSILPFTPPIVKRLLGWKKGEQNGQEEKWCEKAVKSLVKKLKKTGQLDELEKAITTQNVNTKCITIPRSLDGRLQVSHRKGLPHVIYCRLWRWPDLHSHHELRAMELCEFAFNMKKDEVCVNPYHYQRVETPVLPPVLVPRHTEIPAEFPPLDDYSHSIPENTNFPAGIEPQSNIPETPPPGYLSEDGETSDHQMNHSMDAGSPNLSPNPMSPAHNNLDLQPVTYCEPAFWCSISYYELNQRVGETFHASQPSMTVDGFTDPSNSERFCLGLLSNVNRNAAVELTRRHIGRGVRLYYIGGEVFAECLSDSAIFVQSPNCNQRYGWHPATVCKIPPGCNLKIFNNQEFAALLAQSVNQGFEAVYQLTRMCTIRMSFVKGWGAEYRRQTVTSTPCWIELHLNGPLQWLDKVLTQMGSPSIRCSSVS
Active calls of the source: *; x = not tested or not shown; [ ] = dose if it differs, or a comment. Some of the compounds tested. The share of hits here may be higher or lower than overall.

SMILES	hDAT+cocaine	MT1-MMP txn act	HUVEC tox TNFa	LYP inh 2	VCAM1 TNFa inh	F-actin modifier	IL1B cytotox	Calb biofilm kill	Smad3 inh
Cc1ccc(-c2csc(C3C(N)=NC(S)=C(C#N)C34CCCCC4)n2)cc1 (stereo unspecified)	-0.33	x	3	17	31	4	2	x	x
O=C(CN1CCN(c2ncc(C(F)(F)F)cc2Cl)CC1)NCCNc1ncc(C(F)(F)F)cc1Cl	-0.58	x	-6	-11	6	-8	10	10	-21
Cc1cc(-c2nnc3sc(-c4ccc(Cl)cc4Cl)nn23)n[nH]1	-0.79	1.1	-27	-3	6	46	-31	7	-53
CN(C)S(=O)(=O)c1cccc(C(=O)NCc2ccco2)c1	-0.16	1.2	5	-11	10	-8	-6	2	-13
Oc1ccccc1CNc1ccc(Br)cn1	-0.68	1.4	-3	5	-1	2	-11	9	-1[fluorescence artefact?]
OCCOCCNc1ncnc2sc(-c3ccccc3)cc12	-0.13	1.3	-28	-1	12	8	-7	0	3
Cn1nnnc1SCC(=O)c1ccc(Br)s1	-1.9	1.3	-9	10	12	6	-11	7	10
CCOc1cc(C2C3=C(CCCC3=O)N(C)C3=C2C(=O)CCC3)cc(Cl)c1O	0.49	1.1	-2	1	-20	-13	-25	0	-4
CC1=CC(C)(C)N(C(=O)C(C)N2C(=O)c3ccccc3C2=O)c2c(C)cc(C)cc21 (stereo unspecified)	x	1	-17	0	-20	20	-7	1	4
COC(=O)c1[nH]c2ccccc2c1NC(=O)CN1CCN(c2cccc(OC)c2)C(C)C1 (stereo unspecified)	0.62	1.1	-10	11	-5	-12	-6	6	-6
CCCCOC(=O)CCn1[nH]c(=O)c2ccccc2c1=O	-0.47	1.2	-11	-4	3	6	-42	9	4
CC1(C)Cc2nc3sc4c(OCc5ccccc5)ncnc4c3cc2CO1	0.97	x	-30	-6	-6	10	-15	x	x
O=C1C(Cl)=C(NCC2CCCO2)C(=O)N1c1ccccc1 (stereo unspecified)	0.97	1.1	-7	5	0	6	6	-4	-4
CCSc1nnc(NC(=O)c2cccc3ccccc23)s1	-2	x	-12	1	-6	18	-4	6	-7
CCOC(=O)c1ccc(NC(=O)CN(c2ccc(C)cc2)S(=O)(=O)c2c(C)nn(C)c2C)cc1	0.41	0.9	-1	0	4	x	4	5	12
CCCCNC(=O)CC1C(=O)N(Cc2ccccc2)C(C)c2nc3ccccc3n21 (stereo unspecified)	0.036	1.1	-34	5	-12	14	-3	0	-3
CC(=O)Nc1ccc(NCN2C(=O)C3C4CCC(C4)C3C2=O)cc1 (stereo unspecified)	0.046	x	-4	-2	15	-3	-4	x	x
O=C(CSc1nnc(-c2ccco2)n1Cc1ccco1)NCc1ccccc1	0.12	1.2	-6	2	3	-2	-1	2	-4
CCOC(=O)c1ccc(NC(=O)CSc2nc3cccnc3n2C)cc1	0.25	x	2	1	11	10	-28	0	0
Cn1cc([N+](=O)[O-])c(C(=O)Nc2ccn(Cc3c(F)c(F)cc(F)c3F)n2)n1	-0.27	x	2	11	12	11	-2	x	x
CC1C/C(=N/Nc2ccc([N+](=O)[O-])cc2[N+](=O)[O-])CC(C)(C)C1 (stereo unspecified)	0.087	1.3	1	1	6	-5	-147	3	1
COc1ccc(C(=O)CSc2nc(C)cc(=O)[nH]2)cc1	0.48	1	x	x	x	x	x	6	1
O=C(OCn1nnc2ccccc2c1=O)c1ccc2ccccc2n1	-1.5	1.2	-16	-11	-7	6	-9	0	12
O=C(CCc1ccccc1)NNC(=O)C12CC3CC(CC(C3)C1)C2	0.66	x	14	-6	15	21	26	x	x
Cc1ccc(Cn2c(-n3nc(C)cc3C)nc3c2c(=O)[nH]c(=O)n3C)cc1	0.72	1.2	-19	-9	0	40	22	9	1
COC(=O)c1c(NC(=O)CSc2nnc(-c3ccco3)n2Cc2ccccc2)sc(C)c1C	-0.15	x	-22	6	-20	1	-12	x	x
CCc1nc(NCc2ccco2)c2oc3ccccc3c2n1	0.43	1	-18	4	-4	7	-15	5	-5
COc1ccc2c(c1)C(=O)c1ccccc1CO2	0.68	1.4	9	14	4	-5	1	-2	8
Cc1noc(/C=C/N(C)C)c1S(=O)(=O)N1CCC(C(=O)O)CC1	-1.3	1.1	x	x	x	x	x	19	15
O=C1CCCc2c1[nH]c1ccc(Cl)cc21	x	1.1	39	7	76*	-36	8	11	5
Cc1ccc(-c2c(C)sc(NC(=O)C3C4CCC(O4)C3C(=O)O)c2C(=O)OC(C)C)cc1 (stereo unspecified)	-0.28	x	-8	16	0	12	-6	x	x
CCOc1ccccc1N(CC(=O)N1CCOCC1)S(=O)(=O)c1ccc(SC)cc1	-0.13	1	-19	-12	-6	2	-47	4	3
Cc1ccccc1NC(=O)c1csc2c1CCCC2	0.36	x	-31	-11	-1	6	23	x	x
COC(=O)c1c(-c2ccccc2)csc1NC(=O)CSc1ncnc2sc(C)c(C)c12	0.28	x	-31	5	-5	-22	89*	x	x
O=C1CSC(c2ccncc2)N1Cc1ccco1 (stereo unspecified)	-0.41	1	-31	4	1	-3	-16	1	2
CCOC(=O)c1c(C)c(C(=O)NC(C)COC)c(C)n1C (stereo unspecified)	0.051	1.2	x	x	x	x	x	6	2
Cc1c(N=C/C=C2/N(C)c3ccccc3C2(C)C)c(=O)n(-c2ccccc2)n1C	0.16	1.3	4	-6	-38	-8	24	-3	-17
Cc1ccccc1CN1CCN(C(=O)c2cccc(F)c2)CC1	0.66	1	1	-5	-5	-16	-15	-5	7
CC(Nc1cccc2ccccc12)C(=O)N/N=C/c1ccccn1 (stereo unspecified)	-0.81	1.2	-2	11	-8	3	-127	-2	3[fluorescence artefact?]
CCc1nnc(NC(=O)CSc2nc3c(c(=O)n2-c2ccccc2OC)SCC3)s1	0.058	1.1	x	x	x	x	x	2	3
CCn1c(CSc2nc3ccccc3s2)nnc1SCC(=O)NCC(=O)OC	-0.62	0.8	-1	4	-31	6	0	0	-8
CCCc1c(C)[nH]c2ccc(NC(C)=O)cc2c1=O	-0.2	1.1	-9	-9	8	-14	1	0	-1
Cc1ccc(OCC(=O)Nc2ccccc2-c2ccccc2)cc1	-0.49	x	3	-6	12	-14	-32	x	x
c1coc(CNc2nc(N3CCCCC3)nc3ccccc23)c1	-0.04	1.3	x	x	x	x	x	4	-4
CN(C)S(=O)(=O)c1ccc(N2CCOCC2)nc1	-0.24	1.2	-20	-14	-4	10	-12	-3	-1

Results in hDAT+cocaine, LYP inh 2 and HUVEC tox TNFa (three entries from above):
SMILES | hDAT+cocaine | LYP inh 2 | HUVEC tox TNFa
c1coc(CNc2nc(N3CCCCC3)nc3ccccc23)c1 | -0.04 | x | x
Cn1cc([N+](=O)[O-])c(C(=O)Nc2ccn(Cc3c(F)c(F)cc(F)c3F)n2)n1 | -0.27 | 11 | 2
CCCCOC(=O)CCn1[nH]c(=O)c2ccccc2c1=O | -0.47 | -4 | -11

Remaining list, next part:
SMILES	hDAT+cocaine	MT1-MMP txn act	HUVEC tox TNFa	LYP inh 2	VCAM1 TNFa inh	F-actin modifier	IL1B cytotox	Calb biofilm kill	Smad3 inh
O=C(CSc1nnc(-c2ccco2)o1)NC(=O)Cc1ccccc1	-0.27	1.1	-17	-8	-7	-14	-16	1	5
CCOc1ccc(/C=C/C(=O)Nc2ccc(OC)cc2[N+](=O)[O-])cc1	0.69	x	-18	1	-3	-4	-16	x	x
Cc1c2c(nc3nc4ccccc4n13)CCCC2=O	-1.1	1	x	x	x	x	x	4	-6
Cc1ccc(-c2nc(-c3cccnc3)no2)cc1	-0.018	0.5	11	6	-23	9	-11	-3	7
Cn1c(SCc2cccc(C(F)(F)F)c2)nnc1-c1ccco1	1.7	1.1	7	11	-10	-4	-23	4	12
CC1CCN(CCNC(=O)CN(C)S(=O)(=O)c2cccc3nsnc23)CC1	-0.014	1.2	-25	-9	-2	-7	-10	-1	9
CCOc1ccc(C2C(C#N)=C(N)SC(N)=C2C#N)cc1OC	0.19	1.2	x	x	x	x	x	-2	13[fluorescence artefact?]
CNC(=O)c1snnc1-c1ccccc1	0.07	1.1	-28	-1	7	9	3	-2	0
O=C(CNC(=O)c1ccco1)NCC(=O)OC(C(=O)c1ccccc1)c1ccc(Cl)cc1 (stereo unspecified)	-0.64	1.2	-34	-9	-29	-4	-10	4	-5
CCCNC(=O)c1cc(-c2ccc(OC)cc2)on1	0.25	x	-33	-1	-10	5	-112	2	6
CO/N=C\Cc1oc(=O)c(NC(=O)c2ccccc2)cc1C(=O)OC	0.21	1.1	-14	2	6	-3	x	5	-1
O=C(c1cc2nc(C3CC3)cc(C(F)F)n2n1)N1CCOCC1	-0.47	1.1	-8	3	14	4	-16	8	2[fluorescence artefact?]
Cc1noc(C)c1S(=O)(=O)NCCc1ccc(S(N)(=O)=O)cc1	0.0001	1.1	-9	1	-4	4	-11	x	x
COc1cc(C2C(C(=O)c3cccs3)=C(O)C(=O)N2Cc2ccco2)cc(OC)c1OC (stereo unspecified)	x	1.1	-25	-8	6	-8	-47	5	-6
Cn1c(Cn2c(C(F)(F)F)nc3ccccc32)nc2ccccc21	-0.76	1.1	8	1	2	x	3	2	-1

Sorted by molecular weight (largest number first): some entries from above
SMILES	hDAT+cocaine	MT1-MMP txn act	HUVEC tox TNFa	LYP inh 2	VCAM1 TNFa inh	F-actin modifier	IL1B cytotox	Calb biofilm kill	Smad3 inh
CCc1nnc(NC(=O)CSc2nc3c(c(=O)n2-c2ccccc2OC)SCC3)s1	0.058	1.1	x	x	x	x	x	2	3
Cc1ccc(-c2csc(C3C(N)=NC(S)=C(C#N)C34CCCCC4)n2)cc1 (stereo unspecified)	-0.33	x	3	17	31	4	2	x	x
O=C(CSc1nnc(-c2ccco2)o1)NC(=O)Cc1ccccc1	-0.27	1.1	-17	-8	-7	-14	-16	1	5

(continued)
SMILES	hDAT+cocaine	MT1-MMP txn act	HUVEC tox TNFa	LYP inh 2	VCAM1 TNFa inh	F-actin modifier	IL1B cytotox	Calb biofilm kill	Smad3 inh
CC(C)Sc1nc(-c2ccccc2)cc(=O)[nH]1	0.6	1	15	5	7	-2	-14	8	2
Cc1nc(NCCCn2ccnc2)c2ccccc2n1	-0.64	1.1	x	x	x	x	x	8	12
CCOC(=O)C1(c2ccccc2)NC(c2ccc(N(C)C)cc2)C2C(=O)N(C)C(=O)C21 (stereo unspecified)	x	1.1	-8	1	2	-17	-6	x	x
O=C(O)CCCCCN1C(=O)C2CCCCC2C1=O (stereo unspecified)	-0.64	1	1	-1	-8	-14	-29	6	-6
c1ccc(Nc2cc(-c3ccccc3)nc3ncnn23)cc1	-0.023	0.9	22	-7	12	-25	-27	6	-7
N#C/C(=C(/O)CN1CCCCC1)c1nc(-c2ccc(Cl)cc2)cs1	-0.4	x	-10	0	2	5	-17	x	x
Clc1ccc(-c2nc(Cc3ccccc3)no2)cc1	0.86	1.3	-5	-15	12	-1	x	8	15
